# BCLXL inh – inhibitors of human Bcl-xL, primary screen, biochemical, fluorescence polarization, HTS; GST-Bcl-xL / FITC-Bim BH3 peptide fluorescence polarization; 320,000 compounds, 0.7% hits; inhibition, % at 10.9 µM;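 active = inhibition above the mean of all tested compounds plus 3 SD, cutoff set per campaign, cut at about 30% in these data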;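 also: 0% = DMSO wells and 100% = unlabeled Bim-BH3 peptide competitor; inhibitors lower millipolarization by displacing the labeled peptide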
# PME-1 inh – PME-1 inhibitors via competitive probe labeling, primary screen, biochemical, fluorescence polarization, FP-Rh probe, HTS. inhibition, % at 5.9 µM. AID 2130, 2009. 320,000 compounds, 0.53% hits. recombinant PME-1;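 active = inhibition above the campaign mean of all compounds plus 3 SD, cut at about 26% in these data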;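 also: competitive labeling of PME-1 active site by serine hydrolase directed probe; 0% = PME-1 with DMSO and 100% = wells lacking PME-1 enzyme; inhibitors block probe labeling so polarization falls and inhibition rises; many of its hits are not listed in these tables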
# AHR act – AHR activators, primary screen, cell-based, luminescence, luciferase reporter, human; Aryl hydrocarbon receptor (Homo sapiens), P35869; AHR-responsive luciferase reporter cells; activation, % at 5 µM; 320,000 compounds, 2.5% hits; in the data active = activation above about 47%;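 also: 0% = vehicle wells and 100% = reference agonist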
# GLD-1 RNA inh – GLD-1/TGE RNA complex disruptors, primary screen, biochemical, fluorescence polarization. Female germline-specific tumor suppressor gld-1 (Caenorhabditis elegans), Q17339. purified GLD-1 + fluorescein TGE RNA. inhibition, % at 5.96 µM. 320,000 compounds, 0.44% hits;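 active = percent inhibition above a per-plate cutoff, the plate mean of test compounds plus 3 SD, cut at about 30% in these data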;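 also: 0% = DMSO wells with GLD-1 and probe and 100% = wells lacking GLD-1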
# MCL1-BIM inh – inhibitors of MCL1 binding to BIM-BH3, primary screen, biochemical, fluorescence polarization. inhibition, % at 10.9 µM. Induced myeloid leukemia cell differentiation protein Mcl-1 (Homo sapiens), Q07820. GST-MCL1 / FITC-Bim-BH3 fluorescence polarization. 320,000 compounds, 0.68% hits;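 active = inhibition above the mean inhibition of all tested compounds plus 3 SD, set per campaign, cut at about 40% in these data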;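 also: 0% = DMSO wells and 100% = unlabeled Bim-BH3 peptide control; higher means more loss of mP so more displacement of Bim peptide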
# Target sequence (Q07820 whole entry, looked up): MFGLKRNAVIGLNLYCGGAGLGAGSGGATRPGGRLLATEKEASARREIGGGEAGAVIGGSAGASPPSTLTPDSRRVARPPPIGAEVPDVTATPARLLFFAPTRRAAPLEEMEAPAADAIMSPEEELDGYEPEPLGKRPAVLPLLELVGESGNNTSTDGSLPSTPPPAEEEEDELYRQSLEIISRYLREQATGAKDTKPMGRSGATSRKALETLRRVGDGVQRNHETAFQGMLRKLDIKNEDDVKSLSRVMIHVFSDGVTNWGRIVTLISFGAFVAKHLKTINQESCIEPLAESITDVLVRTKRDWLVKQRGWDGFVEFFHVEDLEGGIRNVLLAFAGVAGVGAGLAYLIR
# PAFAH1B2 FP inh – PAFAH1B2 enzyme inhibitors, primary screen, biochemical, fluorescence polarization, human | Platelet-activating factor acetylhydrolase IB subunit alpha2 (Homo sapiens), P68402 | recombinant PAFAH1B2, FP-rhodamine activity probe | inhibition, % at 3.39 µM | 340,000 compounds, 1.2% hits | AID 492953, 2010;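 active = inhibition above the mean of all tested compounds plus 3 SD, cut at about 24% in these data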;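 also: 0% = enzyme with DMSO and 100% = wells lacking PAFAH1B2; many of its hits are not listed in these tables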
# Target sequence (P68402 whole entry, looked up): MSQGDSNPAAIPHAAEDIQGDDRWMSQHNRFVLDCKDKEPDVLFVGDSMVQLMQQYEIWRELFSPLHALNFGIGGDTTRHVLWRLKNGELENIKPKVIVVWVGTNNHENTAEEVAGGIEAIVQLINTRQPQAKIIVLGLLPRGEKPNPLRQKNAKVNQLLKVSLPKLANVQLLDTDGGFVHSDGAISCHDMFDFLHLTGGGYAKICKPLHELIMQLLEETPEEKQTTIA
# Fam108B inh – mouse Fam108B serine hydrolase inhibitors, primary screen, counter-screen for RBBP9 inhibitor project, biochemical, fluorescence polarization; recombinant Fam108B, FP-Rh probe fluorescence polarization; inhibition, % at 9.51 µM; 300,000 compounds, 0.33% hits; AID 1947, 2009;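 active = inhibition above the screen mean inhibition plus 3 SD, computed separately per campaign, cut at about 18% in these data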;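 also: inhibitors lower polarization as less probe binds the enzyme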
# MEX-5 binding – MEX-5 zinc finger RNA-binding disruptors – biochemical, C. elegans, fluorescence polarization, MLPCN library, primary screen. Zinc finger protein mex-5 (Caenorhabditis elegans), Q9XUB2. MEX-5/FITC-TCR2 RNA binding; active compounds read low. activity score (negative = inhibition of binding), % at 10 µM. 300,000 compounds, 0.38% hits. AID 1832, 2009;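 active = inhibition past about -25% in most replicates, and total fluorescence under double the plate's negative control median, limit read from the data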;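 also: 0% = DMSO and -100% = 5 µM competing unlabeled TCR2 RNA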
# pPAFAH FP inh – pPAFAH enzyme inhibitors, primary screen, biochemical, fluorescence polarization, human | Platelet-activating factor acetylhydrolase (Homo sapiens), Q13093 | recombinant pPAFAH, FP-rhodamine probe fluorescence polarization | inhibition, % at 3.39 µM | 330,000 compounds, 1.5% hits;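 active = inhibition above the mean inhibition across the screen plus 3 SD, cut at about 25% in these data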;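 also: inhibitors block binding of the rhodamine activity-based probe so polarization drops; 0% = enzyme with DMSO and 100% = wells lacking pPAFAH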
# Target sequence (Q13093 whole entry, looked up): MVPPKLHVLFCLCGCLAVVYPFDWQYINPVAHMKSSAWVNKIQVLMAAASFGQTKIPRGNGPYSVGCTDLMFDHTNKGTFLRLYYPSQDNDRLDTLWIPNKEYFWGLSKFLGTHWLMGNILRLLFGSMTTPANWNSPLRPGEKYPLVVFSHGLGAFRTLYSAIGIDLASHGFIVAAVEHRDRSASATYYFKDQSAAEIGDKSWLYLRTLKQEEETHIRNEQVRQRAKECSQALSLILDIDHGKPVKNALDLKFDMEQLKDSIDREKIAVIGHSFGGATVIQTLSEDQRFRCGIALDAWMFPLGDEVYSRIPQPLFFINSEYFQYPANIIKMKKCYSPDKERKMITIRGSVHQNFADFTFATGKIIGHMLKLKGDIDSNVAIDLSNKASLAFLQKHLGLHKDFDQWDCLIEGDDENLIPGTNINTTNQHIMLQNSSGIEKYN
# * marks the source's active call; other numbers are inactive results; . = not tested or not shown. Not all compounds are listed. The share of hits here may be higher or lower than overall.
SMILES,BCLXL inh,PME-1 inh,AHR act,GLD-1 RNA inh,MCL1-BIM inh,PAFAH1B2 FP inh,Fam108B inh,MEX-5 binding,pPAFAH FP inh
COCCNC(=O)CN(C(=O)Cn1nnc2ccccc21)c1ccc(F)c(Cl)c1,3,0,-1,-1,-2,6,-2,0.8,2
O=C(CCNS(=O)(=O)c1cccs1)N1CCN(c2cccc(C(F)(F)F)c2)CC1,6,2,0,0,5,-1,.,.,5
CC1CCCCN1C(=O)COc1ccc2ccc(=O)oc2c1 (configuration not stated),2,-3,6,-1,2,-9,-1,0.2,3
CCC12CN(C(=O)c3ccco3)CC(CC)(CN(C(=O)c3ccco3)C1)C2=O,-7,4,-1,-2,-8,-2,-2,0.0,3
C=CCn1c(=O)c(C(=O)Nc2ccccc2S(N)(=O)=O)c(O)c2ccccc21,-1,-11,29,-2,8,-4,-1,-1.4,-4
CCOc1cccc(C(=O)Nc2ccc3oc(Cc4ccc(Cl)cc4)nc3c2)c1,-1,-46,1,11,3,-14,-30,1.8,-14
COC(C(=O)Nc1ccc(NC(=O)C(OC)c2ccccc2)cc1)c1ccccc1 (configuration not stated),-2,6,0,0,-2,0,1,2.8,8
Cc1cccc(NC(=O)CSc2nc(=O)n(CCN3CCOCC3)c3c2CCCC3)c1C,1,-3,1,3,5,-1,4,-0.3,4
COC(=O)CN1C(c2ccc(OC)cc2)=Nc2ccc(Cl)cc2C1c1ccccc1 (configuration not stated),1,-2,11,9,6,5,2,-1.6,5
Cc1c(O)ccc2c(CN3CCN(CCO)CC3)cc(=O)oc12,4,3,2,8,6,-2,0,-2.1,3

# Exported field by field: part of the list above
COC(=O)CN1C(c2ccc(OC)cc2)=Nc2ccc(Cl)cc2C1c1ccccc1 (configuration not stated)
  BCLXL inh: 1
  PME-1 inh: -2
  AHR act: 11
  GLD-1 RNA inh: 9
  MCL1-BIM inh: 6
  PAFAH1B2 FP inh: 5
  Fam108B inh: 2
  MEX-5 binding: -1.6
  pPAFAH FP inh: 5
C=CCn1c(=O)c(C(=O)Nc2ccccc2S(N)(=O)=O)c(O)c2ccccc21
  BCLXL inh: -1
  PME-1 inh: -11
  AHR act: 29
  GLD-1 RNA inh: -2
  MCL1-BIM inh: 8
  PAFAH1B2 FP inh: -4
  Fam108B inh: -1
  MEX-5 binding: -1.4
  pPAFAH FP inh: -4

# Continued:
SMILES,BCLXL inh,PME-1 inh,AHR act,GLD-1 RNA inh,MCL1-BIM inh,PAFAH1B2 FP inh,Fam108B inh,MEX-5 binding,pPAFAH FP inh
COCCN1C(=O)C(=O)/C(=C(/O)c2ccc(S(=O)(=O)N3CCOCC3)cc2)C1c1ccc(O)cc1 (configuration not stated),-1,-10,0,2,-2,9,-2,-1.7,4
O=C(COc1ccc(Cl)cc1[N+](=O)[O-])N1CCCCCC1,0,4,0,4,0,3,-3,1.4,0
CCCCCCSc1cccc(-c2nc3ccc(C)cn3c2NCc2ccccc2)c1,9,0,9,0,22,0,7,6.1,15
CCCOC(=O)Nc1sc2c(c1C(N)=O)CCCC2,5,-8,-3,4,-2,0,-1,-1.8,3
COC(=O)Cc1c(C)c2ccc(OC(C)C)cc2oc1=O,6,0,19,5,9,2,1,1.1,-2
COc1ccccc1NC(=O)CCC(=O)c1ccc(-c2ccccc2)cc1,-10,-5,6,0,-38,7,-5,-0.6,13
Cc1cc(OCCCC(=O)Nc2cccc(-n3cnnn3)c2)ccc1Cl,0,-11,2,2,-5,-1,-7,0.7,-3
Cc1ccc(C(=O)O)cc1S(=O)(=O)N1CCOCC1,1,-11,-1,-3,-6,3,0,1.8,4
CNC(=O)Cn1c(C)cc(=O)c2cccc(C)c21,6,-4,7,3,4,.,-1,-0.7,3
Cc1cc(NC(=O)C(C)SCC(=O)N(C)CC(=O)Nc2ccc(Br)cc2C)no1 (configuration not stated),5,-2,-2,-3,6,-1,1,6.7,1
Cc1cccc(NC(=S)NNC(=O)c2nn(C)cc2Cl)c1,7,4,47,-1,13,1,1,-7.3,7
COc1ccc(C(=O)N/C(=C\c2ccco2)C(=O)NC2CCS(=O)(=O)C2)cc1 (configuration not stated),6,-2,3,3,-5,-1,2,-1.9,-2
CCCC(C)NC1=NCCCCC1 (configuration not stated),2,1,-1,-6,0,7,-5,-0.5,4
COc1ccc(NC(=O)c2ccc(COc3ccccc3)o2)cc1,1,3,11,3,0,0,1,2.0,3
CN(CC(=O)Nc1cc(S(=O)(=O)N2CCCCCC2)ccc1Cl)Cc1ccc2c(c1)OCO2,1,24,-1,0,3,3,.,.,5
CC(=O)c1ccc(NC(=O)COc2ccccc2C(=O)Nc2ccccc2)cc1,3,-61,-3,7,-1,-8,-28,2.1,-5
Cc1ccc(-n2[nH]c(C)c(/C=C3/C=Nc4ccccc43)c2=O)cc1C,3,0,60*,6,0,1,-1,2.7,2
CCC1CN(C(=O)N2CCC(C(=O)NCCc3ccccc3)CC2)c2ccccc2O1 (configuration not stated),2,-7,7,3,3,-2,1,-0.1,6
O=C(c1ccccc1[N+](=O)[O-])N1CCC(Cc2ccccc2)CC1,-3,2,0,-7,-3,5,2,-0.1,6
CS(=O)(=O)Nc1ccc(-c2n[nH]c(=S)n2-c2ccccc2)cc1,1,-1,-1,6,-7,-2,2,-0.1,-3
COc1ccc(CNC(=O)CCCCCn2c(SCC#N)nc3cc4c(cc3c2=O)OCO4)cc1,0,-9,4,-3,3,-1,-8,-1.8,1
O=S(=O)(NCc1ccco1)c1ccc2ccccc2c1,2,-3,-7,0,-6,3,-1,-1.9,-2
Cc1c(C(=O)N2CCN(c3ccccc3)CC2)sc2ncnc(N3CCC(C)CC3)c12,1,9,0,1,3,.,1,1.7,4
O=C(Nc1ccccc1N1CCOCC1)c1ccc(Cl)nc1,-2,-3,60*,3,-4,5,-1,-1.3,-2
CC(C)Cc1nc(SCC(=O)N2CC(C)OC(C)C2)c2c(=O)n(C)c(=O)n(C)c2n1 (configuration not stated),8,3,-1,7,5,3,3,1.5,1
O=C(COC(=O)/C=C/c1ccccc1)NCC1CCCO1 (configuration not stated),4,-6,-2,3,-2,3,5,0.3,11
COc1ccc(OCCSc2ncn[nH]2)cc1,-2,2,-1,0,4,3,0,-0.8,3
Fc1ccccc1COc1ccccc1CNCc1ccncc1,5,1,12,1,-3,-1,3,-4.3,4
CCOc1ccc(S(=O)(=O)N2CCC(C(=O)N3CCc4ccccc4C3)CC2)cc1,-1,10,-3,5,2,4,-4,0.1,6
O=C(NCCCn1ccnc1)C(=O)NCC(c1ccco1)N1CCN(c2ccc(F)cc2)CC1 (configuration not stated),1,-1,3,3,4,2,5,2.9,0
COc1cc2oc3ccc(C#Cc4ccc(N)cc4)cc3c(=O)c2cc1OC,3,2,-10,3,-1,-2,8,0.6,6
Cc1ccc(S(=O)(=O)N2CCCC2CNC(=O)C(=O)Nc2ccc(F)cc2)cc1 (configuration not stated),-4,4,0,6,-8,-3,-2,2.5,4
Nc1nc(N2CCOCC2)cc(=O)[nH]1,18,-7,2,20,14,5,-3,-3.2,0
Cc1ccc(C(=O)NCCc2cc3ccc(C)c(C)c3[nH]c2=O)cc1[N+](=O)[O-],-1,-2,5,-5,0,3,6,-1.9,-1
CCOC(=O)C(C)(C)N(Cc1ccc(Cl)cc1)S(=O)(=O)c1ccc(Cl)c([N+](=O)[O-])c1,4,0,-3,2,1,.,2,-0.7,6
c1ccc2sc(N3CN(CCN4CCOCC4)CN(c4nc5ccccc5s4)C3)nc2c1,-3,1,16,2,0,0,-2,2.0,3
CC(C)N(CCNC(=O)C1CCN(S(=O)(=O)N2CCOCC2)CC1)Cc1ccccc1,4,0,-1,-3,0,6,0,-0.1,2
COCCNC(=O)/C(C#N)=C/c1ccc(-c2ccc(OC)cc2[N+](=O)[O-])o1,14,1,0,12,12,-1,8,-3.1,1
CCOCCCNC(=O)C1CCN(S(=O)(=O)c2ccc3nc4c(c(C(=O)O)c3c2)CCCCC4)CC1,5,-4,-1,2,3,2,-2,2.4,0
CCc1cc2c(=O)n(CC(=O)NC3CCCCC3)cnc2s1,-1,-7,0,4,2,-8,-2,-0.9,-3
COc1cc2c(cc1NC(=O)COC(=O)[C@@H](NS(=O)(=O)c1cccc(Cl)c1)C(C)C)oc1ccccc12,2,-23,57*,-2,8,-11,-25,0.8,-6
Cc1ccccc1-n1c(C)cc(/C=C2/C(=N)N3C(c4ccccc4)=CSC3=NC2=O)c1C,-24,-18,2,-22,-40,-13,-26,3.9,-1
CC(=O)Nc1nc2ccc(NC(=O)c3ccco3)cc2s1,-1,-10,16,6,1,3,-2,-1.5,-15
Oc1c(C(c2ccccc2)N2CCCCC2)sc2ncnn12 (configuration not stated),6,-4,0,7,5,4,-5,-3.4,3
CC(OC(=O)CCN=C1NS(=O)(=O)c2ccccc21)C(=O)Nc1ccc(F)cc1Cl (configuration not stated),-5,0,-2,9,-3,0,3,1.7,1
COc1ccccc1OCCOc1ccc(C(=O)c2ccccc2)cc1,7,-8,29,10,13,7,4,2.3,3
CCOC(=O)Cc1cc(=O)n2[nH]c(C)c(-c3ccc(OC)cc3)c2n1,-1,-6,0,-1,9,5,1,-0.8,24
O=c1oc2ccccc2c2c1ncn2-c1ccccc1,0,1,3,0,5,7,-1,4.7,9

# Single records, from the list above. Values in the order: BCLXL inh	PME-1 inh	AHR act	GLD-1 RNA inh	MCL1-BIM inh	PAFAH1B2 FP inh	Fam108B inh	MEX-5 binding	pPAFAH FP inh
# O=c1oc2ccccc2c2c1ncn2-c1ccccc1 across the screens: 0	1	3	0	5	7	-1	4.7	9
# Cc1ccccc1-n1c(C)cc(/C=C2/C(=N)N3C(c4ccccc4)=CSC3=NC2=O)c1C across the screens: -24	-18	2	-22	-40	-13	-26	3.9	-1
# COc1cc2c(cc1NC(=O)COC(=O)[C@@H](NS(=O)(=O)c1cccc(Cl)c1)C(C)C)oc1ccccc12 across the screens: 2	-23	57*	-2	8	-11	-25	0.8	-6
# CC(=O)Nc1nc2ccc(NC(=O)c3ccco3)cc2s1 across the screens: -1	-10	16	6	1	3	-2	-1.5	-15
# CC(OC(=O)CCN=C1NS(=O)(=O)c2ccccc21)C(=O)Nc1ccc(F)cc1Cl (configuration not stated) across the screens: -5	0	-2	9	-3	0	3	1.7	1

# Assay outcomes (PubChem)
